H37Rv inhibition: M. tuberculosis growth inhibition, HTS (AID 449762); 330,000 compounds, 0.59% hits; M. tuberculosis H37Rv growth inhibition, 7H9 media; higher % means a stronger effect; inhibition, % at 25 µM, or IC50 in µM where a hit was titrated; in the data active means a potency from the dose series; inconclusive means inhibition above about 70% without an active follow-up result;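 further: bacterial growth assessed after seven days of incubation; strong numbers were not always called active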
inhibitors of VEEV: inhibitors of VEEV TC-83 cytopathic effect, confirmation, Vero cells (AID 588727). Vero cells, VEEV TC-83 cytopathic effect inhibition; higher % means a stronger effect. one-dose inhibition, % at 20 µM; IC50 in µM for titrated hits. 350,000 compounds, 0.13% hits; in the data active means a potency from the dose series; inconclusive means inhibition mostly from about 14% at the one dose, without a potency; inactive means the rest, 99 in 100 with inhibition below about 12%; further: strong numbers were not always called active
PhoP GFP inhibition: PhoP regulon inhibitors, Salmonella typhi PhoP promoter GFP reporter, confirmatory (AID 1850); Salmonella Typhi PhoP-promoter GFP reporter, fluorescence, 4 h; higher % means a stronger effect; 310,000 compounds, 0.33% hits; inhibition, % at 50 µM; hits with a dose series show IC50 in µM; in the data active means a potency from the dose series; inconclusive means inhibition mostly from about 25% at the one dose, without a potency; inactive means the rest, 99 in 100 with inhibition below about 19%;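 further: 0% = induced wells with vehicle and 100% = uninduced wells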
tuberculosis growth: growth inhibition of non-replicating M. tuberculosis (AID 488890); Mycobacterium tuberculosis non-replicating, growth inhibition; higher % means a stronger effect; 320,000 compounds, 0.39% hits; inhibition, % at 25 µM, or IC50 in µM where a hit was titrated; in the data active means a potency from the dose series; inconclusive means inhibition mostly from about 82% at the one dose, without a potency; inactive means the rest, 99 in 100 with inhibition below about 76%;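 further: plate controls were DMSO cells for no effect and high antibiotic wells for full effect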
H1N1 NS1A inhibition: H1N1 influenza NS1A inhibitors, functional cell based assay (AID 504329); NS1A functional cell-based assay, percent inhibition; higher % means a stronger effect; inhibition, % at 12.5 µM; hits with a dose series show IC50 in µM; 340,000 compounds, 0.3% hits; in the data active means a potency from the dose series; inconclusive means inhibition above about 27% without an active follow-up result; further: strong numbers were not always called active
inhibitors of VEEV 10K pilot screen: further read-out of inhibitors of VEEV, marked with its call; inhibition, %; measured here: 10K pilot screen inhibition
Starred values were filed as active, the others as inactive; i = inactive; ? = inconclusive; / = no result given; & = joins results of further samples.

SMILES	H37Rv inhibition	inhibitors of VEEV	PhoP GFP inhibition	tuberculosis growth	H1N1 NS1A inhibition	others
Cc1nn(Cc2ccccc2Cl)c(Cl)c1C(=O)OCC(=O)NCc1ccco1	1%	1.7%	-5%&5%	-12%	0%
NCCc1ccn[nH]1	-4%	i	-4%	-2%	0%
O=C(COC(=O)Cn1[nH]c(=O)c2ccccc2c1=O)Nc1ncc(Cl)cc1Cl	/	1.7%	/	/	6%
O=C(NCCCn1ccnc1)C(=O)NCC(c1cccnc1)N1CCN(c2ccccc2)CC1 (stereo not drawn)	6%	0.1%	-1%	31%	8%
CCN(CC)C(=O)COc1cc(C)cc2oc(=O)cc(-c3ccccc3)c12	-5%	8.1%	3%	1%	-14%
Cc1cc(C)cc(NC(=O)CSc2nc(N)c(NC(=O)c3cccs3)c(=O)[nH]2)c1	-8%	0.2%	2%	-11%	-8%
COc1cccc(NC(=O)COC(=O)/C=C/c2c(C)nn(-c3ccccc3)c2C)c1	10%	0.1%	/	43%	-18%
Cc1cc(C)c(C(=O)NNC(=O)c2cccnc2)c(C)c1	-4%	0.9%	6%	-27%	0%
CCCn1cc(S(=O)(=O)c2ccc(OC)cc2)c(=O)c2cc(OCC)ccc21	6%	0.4%	-2%	-16%	-3%
C#C[C@]1(O)CC[C@H]2[C@@H]3CCC4=CC(=O)CC[C@@H]4[C@H]3CC[C@@]21C	1%	5.8%	8%	4%	-3%
OC1NC(=S)N(c2ccccc2)C1O (stereo not drawn)	-5%	2.7%	13%	-6%	12%
O=C(CCn1cccc1)Nc1nccs1	5%	1.2%	1%	-15%	11%
COC(=O)CSc1cccc2c1C(=O)CC2c1ccccc1 (stereo not drawn)	?	0.2%	2%	?	-16%
CN1CCN(c2ccc(NC(=S)NC(=O)c3cccc4ccccc34)cc2)CC1	21%	10.0%	5%	?	-4%
CCOC(=O)c1c(C)[nH]c(C)c1C(=O)COC(=O)c1nc2nccc(C)n2n1	2%	1.5%	3%	1%	0%
Cc1ccc(S(=O)(=O)N(C)CC(=O)Nc2cc(C)ccn2)cc1	-14%	1.0%	0%	9%	1%
O=C(CN1CCN(S(=O)(=O)c2ccc(F)cc2)CC1)Nc1ccc(Cl)c(C(F)(F)F)c1	4%	3.0%	-5%	23%	-3%
COc1ccc(CNC(=O)[C@H](C)NC(=O)C2CCN(S(=O)(=O)c3ccccc3)CC2)cc1	-6%	0.4%	2%	31%	12%
O=C(N/N=C/c1c(Nc2cccc(C(F)(F)F)c2)nc2ccccn2c1=O)c1ccccc1[N+](=O)[O-]	-16%	0.8%	-18%	/	7%
CCC(=O)N1c2ccc(S(=O)(=O)N3CCN(c4cc(C)ccc4C)CC3)cc2CC1C (stereo not drawn)	1%	i	2%	10%	-2%
S=C(NCc1ccc(Cl)cc1Cl)Nc1ccccc1	0%	2.5%	2%	?	-3%
CCOC(=O)CCC(=O)O[C@H]1[C@H](O[C@@H]2[C@@H](C)[C@H](O[C@H]3C[C@@](C)(OC)[C@@H](O)[C@H](C)O3)[C@@H](C)C(=O)O[C@H](CC)[C@@](C)(O)[C@H](O)[C@@H](C)C(=O)[C@H](C)C[C@@]2(C)O)O[C@H](C)C[C@@H]1N(C)C	?	0.6%	?	60%	0%
COC(=O)[C@H](CCSC)NC(=O)N1CCN(Cc2ccccc2)CC1	1%	3.5%	-1%	10%	21%
CNC(=O)C(=O)Nc1ccc2c(c1)N(S(=O)(=O)c1cccs1)CCC2	5%	2.4%	13%	6%	-10%
COc1ccc(CCNC(=O)c2ccc3c(c2)N(Cc2ccc(F)cc2)CCS3)c(OC)c1	-9%	2.5%	-9%	62%	8%
Remaining list, next part:
SMILES	H37Rv inhibition	inhibitors of VEEV	PhoP GFP inhibition	tuberculosis growth	H1N1 NS1A inhibition	others
CCOC(=O)Nc1cccnc1Sc1ccc(Cl)cc1	3%	0.3%	2%	61%	8%
COC(=O)c1sccc1NC(=O)c1c(Cl)cccc1Cl	8%	3.2%	1%	35%	-5%
CC(C)[C@H](NC(=O)[C@@H]1CSC2c3ccccc3C(=O)N21)C(=O)NCC1CCCO1 (stereo partly drawn)	8%	0.8%	7%	2%	6%
COc1ccc(-n2cnnc2SCCC#N)cc1	/	2.5%	-3%	-9%	3%
COc1ccc(S(=O)(=O)Nc2ccc3c(c2)n(C)c(=O)n3C)cc1F	1%	i	-12%	9%	-19%
CCc1nnc(NC(=O)CSc2nnc(-c3ccco3)n2CCOC)s1	0%	0.4%	4%	-11%	2%
COc1ccc(Oc2cccc(Cl)c2CNC(=O)CSCC(=O)O)cc1	-6%	i	-1%	7%	-21%
Cc1csc(=O)n1CC(=O)OCc1nnc(-c2ccccc2)o1	-5%	2.5%	-4%	-11%	0%
C=CCC1(CC=C)CCCN1C(=O)C1CCC(=O)N(CCc2ccccc2)C1 (stereo not drawn)	3%	i	6%	2%	16%
O=C(C[n+]1ccc(C(=O)NCc2ccccc2)cc1)c1ccc(Cl)cc1	-18%	0.8%	12%	-2%	27%
CN(Cc1ccccc1)S(=O)(=O)c1ccc(S(=O)(=O)N(Cc2ccc(F)cc2)C2CCCC2)cc1	-11%	0.7%	1%	-4%	-11%
O=C(OCC(=O)c1c[nH]c2ccccc12)c1cccc([N+](=O)[O-])c1	6%	1.8%	/	-15%	-9%
CNS(=O)(=O)c1cccc(C(=O)OCC(=O)c2cc3ccccc3o2)c1	-1%	0.5%	12%	30%	3%
COc1c(N2CCN(C(=S)Nc3ccccc3F)C(C)C2)c(F)cc2c(=O)c(C(=O)O)cn(C3CC3)c12 (stereo not drawn)	?	3.5%	1.6µM*	?	-4%
N#CCCN(Cc1cccnc1)C(=S)NCc1ccco1	2%	3.2%	2%	-8%	-3%
CCOC(=O)CNC(=O)CSc1ncnc2c1cnn2Cc1ccccc1	8%	0.5%	-8%	?	3%
CCOc1ccc(NC(=O)CCN2C(=O)c3cccc([N+](=O)[O-])c3C2=O)cc1	0%	i	4%	-5%	-4%
CCOC(=O)/C(C)=N/Nc1nc(-c2ccc(NC(C)=O)cc2)cs1	-1%	11%	-1%	0%	/
COc1ccc2oc(=N)c(C(=O)Nc3ccc(F)cc3)cc2c1	-6%	0.4%	-1%	77%	-8%
C=CCSc1nc2ccccc2c(=O)n1Cc1ccccc1	13%	0.6%	9%	51%	5%
Cc1cccc(CN(C(=S)Nc2c(C)cccc2C)c2cccnc2)c1	7%	1.1%	8%	4%	-14%
COc1cc(C2CC(=O)c3cnc(NC(=O)COc4ccccc4)nc3C2)cc(OC)c1OC (stereo not drawn)	-4%	i	-17%	-6%	0%
COc1ccc(OC)c(S(=O)(=O)N2CCN(C)CC2)c1	-5%	3.5%	-5%	12%	-3%
COc1ccc(OC)c(N(CC(=O)NCCc2ccc(OC)c(OC)c2)S(=O)(=O)c2ccccc2)c1	-3%	5.2%	1%	12%	5%
CCOc1ccc(C(=O)OCC(=O)Nc2cc(C)on2)cc1OCC	-1%	2.1%	-8%	12%	11%

Fetched by structure from the list above, three records:
SMILES	H37Rv inhibition	inhibitors of VEEV	PhoP GFP inhibition	tuberculosis growth	H1N1 NS1A inhibition	others
C=CCC1(CC=C)CCCN1C(=O)C1CCC(=O)N(CCc2ccccc2)C1 (stereo not drawn)	3%	i	6%	2%	16%
CC(C)[C@H](NC(=O)[C@@H]1CSC2c3ccccc3C(=O)N21)C(=O)NCC1CCCO1 (stereo partly drawn)	8%	0.8%	7%	2%	6%
CCOC(=O)CNC(=O)CSc1ncnc2c1cnn2Cc1ccccc1	8%	0.5%	-8%	?	3%

Entries shown so far that contain an NH in an aromatic ring (5):
SMILES	H37Rv inhibition	inhibitors of VEEV	PhoP GFP inhibition	tuberculosis growth	H1N1 NS1A inhibition	others
NCCc1ccn[nH]1	-4%	i	-4%	-2%	0%
O=C(COC(=O)Cn1[nH]c(=O)c2ccccc2c1=O)Nc1ncc(Cl)cc1Cl	/	1.7%	/	/	6%
Cc1cc(C)cc(NC(=O)CSc2nc(N)c(NC(=O)c3cccs3)c(=O)[nH]2)c1	-8%	0.2%	2%	-11%	-8%
CCOC(=O)c1c(C)[nH]c(C)c1C(=O)COC(=O)c1nc2nccc(C)n2n1	2%	1.5%	3%	1%	0%
O=C(OCC(=O)c1c[nH]c2ccccc12)c1cccc([N+](=O)[O-])c1	6%	1.8%	/	-15%	-9%

Next section:
SMILES	H37Rv inhibition	inhibitors of VEEV	PhoP GFP inhibition	tuberculosis growth	H1N1 NS1A inhibition	others
CCOC(=O)c1cccc(NS(=O)(=O)c2c(C)[nH]c(C)c2C(=O)N2CCCC2)c1	13%	0.3%	-5%	1%	7%
Cc1ccc(C)c(SCC(=O)Nc2nnc(-c3ccccc3)o2)c1	?	2.0%	-5%	?	-4%
Cc1nnc(SCc2cc(=O)[nH]c(Nc3nc(C)c4cc(C)c(C)cc4n3)n2)s1	-1%	1.6%	-9%	-2%	/
CCN(CC)CCNC(=O)c1cc(S(=O)(=O)N2CCc3ccccc32)cn1C	-3%	0.3%	-9%	-5%	7%	inhibitors of VEEV 10K pilot screen=0.3
COCCCNC(=O)Cc1ccc(-n2c(C)nc3cccnc32)cc1	-1%	i	-1%	-3%	17%
CCC(=O)NC(NCC1CCCO1)C(Cl)(Cl)Cl (stereo not drawn)	-4%	i	3%	-10%	-4%
CCN1CCN(CCCNC(=O)c2ccc3c(c2)NC(=O)/C(=C\c2cccc(C)c2)S3)CC1	16%	i	4%	78%	19%
COc1ccc(NC(=S)N/N=C/c2ccc(F)cc2)cc1OC	40%	1.5%	7%	-21%	2%
CCc1cc(=O)oc2cc(OC3CCCCC3=O)ccc12 (stereo not drawn)	0%	0.7%	-3%	-25%	-16%
Cc1ccc2c(c1)-c1c(ssc1=S)C(C)(C)N2C(=O)CSc1nncn1C	-4%	2.0%	5%	13%	19%
O=C(NCc1ccco1)c1cnn2c1NC(c1ccc(Br)cc1)CC2C(F)(F)F (stereo not drawn)	?	3.3%	-9%	13%	6%
CCc1ccc(NC(=O)CC2C(=O)N(c3ccc(C)cc3)C(=O)N2C2CC2)cc1 (stereo not drawn)	7%	1.0%	4%	1%	-23%
S=C(NCc1cccnc1)Nc1ccc2c(c1)OCO2	-6%	1.7%	-1%	33%	-7%
O=C(CCN1C(=O)CSC1=O)Nc1ccc(Br)cc1	-5%	1.1%	1%	-8%	-7%
O=C(O)c1ccc(NS(=O)(=O)/C=C/c2ccccc2)cc1O	?	2.1%	-8%	3.1µM*	6%	inhibitors of VEEV 10K pilot screen=1.4
NC(=O)c1ccsc1NC(=O)COC(=O)CNC(=O)c1cccc([N+](=O)[O-])c1	12%	2.1%	/	0%	-5%
CCOC(=O)Nc1ccc2c3c(cccc13)-c1ccccc1-2	/	1.4%	/	/	-19%
COC(=O)c1c(NC(=O)CC2SC(N)=NC2=O)sc2c1CCC(C)C2 (stereo not drawn)	-4%	7.7%	3%	15%	2%
C1CCC(OCCN2CCN(CCOC3CCCCC3)CC2)CC1	-10%	i	-6%	20%	-4%
CC(NC(=O)c1ccccc1)C(=O)OCC(=O)c1ccc(Br)cc1 (stereo not drawn)	-7%	0.5%	-8%	19%	-16%
COc1ccc(OC)c(/C=C/C(=O)OCC(=O)NC2CCCCCCC2)c1	-4%	i	/	33%	-12%
CO/N=C/NC(=O)c1ccc([N+](=O)[O-])c(CS(=O)(=O)c2ccc(Cl)cc2)c1	-6%	i	-10%	-7%	-2%
CCN1CCCC1CNC(=O)CSc1cc(=O)n(C)c2cc(Cl)ccc12 (stereo not drawn)	1%	1.3%	7%	74%	-2%
CCC(=O)Nc1sc(Cc2ccccc2)c(C)c1C(N)=O	-1%	2.6%	6%	6%	-1%

In the list so far, six have a thiophene ring, fused or not:
SMILES	H37Rv inhibition	inhibitors of VEEV	PhoP GFP inhibition	tuberculosis growth	H1N1 NS1A inhibition	others
Cc1cc(C)cc(NC(=O)CSc2nc(N)c(NC(=O)c3cccs3)c(=O)[nH]2)c1	-8%	0.2%	2%	-11%	-8%
CNC(=O)C(=O)Nc1ccc2c(c1)N(S(=O)(=O)c1cccs1)CCC2	5%	2.4%	13%	6%	-10%
COC(=O)c1sccc1NC(=O)c1c(Cl)cccc1Cl	8%	3.2%	1%	35%	-5%
NC(=O)c1ccsc1NC(=O)COC(=O)CNC(=O)c1cccc([N+](=O)[O-])c1	12%	2.1%	/	0%	-5%
COC(=O)c1c(NC(=O)CC2SC(N)=NC2=O)sc2c1CCC(C)C2 (stereo not drawn)	-4%	7.7%	3%	15%	2%
CCC(=O)Nc1sc(Cc2ccccc2)c(C)c1C(N)=O	-1%	2.6%	6%	6%	-1%

From PubChem
